High-throughput results (PubChem BioAssay)
BLM inh: qHTS Assay for Inhibitors of Bloom's syndrome helicase (BLM) | RecQ-like DNA helicase BLM (Homo sapiens), P54132 | recombinant BLM DNA unwinding, fluorescence dequenching | Potency, µM (highest dose often 56.1 µM), inactives show top-dose activity change, negative = inhibition, most hits filed as inhibitors | 0.2% of 350,000 active | AID 2528, 2010;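 note: plate controls were vehicle for no effect and no enzyme for full effect; nearly all actives have a fitted effect of over 35% in size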
Anesthetic bind: qHTS Assay for Identification of Novel General Anesthetics. Potency, µM (highest dose often 77.5 µM), inactives show at the top dose activity change, negative = displacement, hits mostly inhibitors. Ferritin light chain (Equus caballus), P02791. apoferritin/1-aminoanthracene competitive binding, fluorescence. 0.074% of 350,000 active; note: % is set by controls: 0 for no effect and ±100 for the full control effect; nearly all actives have a fitted effect of over 20% in size
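Apoferritin-based anesthetic binding model; compound displacement of fluorescent 1-AMA measured as endpoint fluorescence after 10 minutes at room temperature, scaled to free-ligand and complex controls.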
POLI inh: qHTS for Inhibitors of Polymerase Iota | 1% of 390,000 active | DNA polymerase iota (Homo sapiens), Q9UNA4 | Pol iota fluorescent replication assay, 10 min | Potency, µM (highest dose often 115 µM), for the others: top-dose activity, negative = inhibition, hits mostly inhibitors
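Pol iota at 10 nM preincubated 15 min with compounds at room temperature; reaction started with fluorescent substrate, 50 nM final. Fluorescence read kinetically at 0 and 10 min; buffer-only wells as negative control.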
Pol eta inh: qHTS for Inhibitors of Polymerase Eta | AID 588591, 2011 | Potency, µM (doses to about 114 µM), for inactives: at the highest dose activity change, negative = inhibition, actives largely listed as inhibitors | recombinant Pol eta, fluorescent DNA replication assay | 1.2% of 390,000 active; note: % is set by controls: 0 for no effect and ±100 for the full control effect
Target sequence (Q9Y253 whole entry, looked up): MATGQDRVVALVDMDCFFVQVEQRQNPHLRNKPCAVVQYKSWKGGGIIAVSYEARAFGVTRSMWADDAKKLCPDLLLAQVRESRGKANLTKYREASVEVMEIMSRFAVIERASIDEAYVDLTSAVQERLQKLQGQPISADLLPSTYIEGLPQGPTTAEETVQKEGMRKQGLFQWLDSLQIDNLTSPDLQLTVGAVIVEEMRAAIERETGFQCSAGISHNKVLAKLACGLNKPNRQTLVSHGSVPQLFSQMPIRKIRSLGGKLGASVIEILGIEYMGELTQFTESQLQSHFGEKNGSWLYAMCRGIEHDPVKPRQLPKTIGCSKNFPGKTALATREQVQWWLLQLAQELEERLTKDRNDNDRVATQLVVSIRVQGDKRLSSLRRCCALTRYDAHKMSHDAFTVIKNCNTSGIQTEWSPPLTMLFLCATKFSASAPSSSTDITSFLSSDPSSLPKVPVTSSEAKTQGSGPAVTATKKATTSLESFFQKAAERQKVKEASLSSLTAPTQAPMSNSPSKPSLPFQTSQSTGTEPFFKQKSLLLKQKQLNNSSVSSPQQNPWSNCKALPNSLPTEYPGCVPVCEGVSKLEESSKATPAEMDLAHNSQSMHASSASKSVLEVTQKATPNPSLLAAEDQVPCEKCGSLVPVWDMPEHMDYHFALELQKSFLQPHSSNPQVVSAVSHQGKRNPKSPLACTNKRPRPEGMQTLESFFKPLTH
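Pol eta at 10 nM preincubated with compounds 15 min at room temperature; reaction started with fluorescent substrate (50 nM final) and read kinetically at 0 and 10 min.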
G9a inh: qHTS Assay for Inhibitors of Histone Lysine Methyltransferase G9a | 8.8% of 350,000 active | AID 504332, 2011 | G9a H3K9 monomethylation, AlphaScreen, 2 h | Histone-lysine N-methyltransferase EHMT2 (Homo sapiens), Q96KQ7 | Potency, µM (doses to about 102 µM), for inactives: at the highest dose activity, negative = inhibition, most hits filed as inhibitors; note: % is set by controls: 0 for no effect and ±100 for the full control effect; nearly all actives have a fitted effect of over 75% in size
Target sequence (Q96KQ7 913-1193 limits assumed): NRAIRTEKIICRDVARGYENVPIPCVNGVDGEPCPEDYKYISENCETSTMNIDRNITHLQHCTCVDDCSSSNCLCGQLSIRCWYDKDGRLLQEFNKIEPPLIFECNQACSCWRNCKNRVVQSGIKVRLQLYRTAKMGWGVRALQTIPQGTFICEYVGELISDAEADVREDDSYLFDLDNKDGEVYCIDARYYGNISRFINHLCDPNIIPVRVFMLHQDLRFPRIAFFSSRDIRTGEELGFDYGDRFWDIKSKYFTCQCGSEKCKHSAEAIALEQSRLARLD
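Methyltransferase reactions run at room temperature for 2 h (20 nM enzyme, 500 nM biotin-H3K9 peptide, 20 uM SAM) after a 15 min compound preincubation; product detected by AlphaScreen beads and anti-H3K9me1 antibody.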
Pol kappa inh: qHTS for Inhibitors of Polymerase Kappa; DNA polymerase kappa (Homo sapiens), Q9UBT6; purified Pol kappa, fluorescent DNA synthesis assay, 10 min; Potency, µM (series often up to 107 µM), for inactives: top-dose activity, negative = inhibition, usual class: inhibitors; 0.53% of 400,000 active; AID 588579, 2011; note: % is set by controls: 0 for no effect and ±100 for the full control effect
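Fluorescent qHTS in 1536-well format: enzyme (10 nM) and compound sat 15 min at room temperature before 50 nM substrate (final) was added. Signal taken at 0 and 10 min; no-enzyme buffer wells were negative controls.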
BAZ2B inh: qHTS Assay for Inhibitors of BAZ2B; Bromodomain adjacent to zinc finger domain protein 2B (Homo sapiens), Q9UIF8; Potency, µM (top dose mostly 114 µM), without a hit: top-dose activity change, negative = inhibition, usual class: inhibitors; 4.4% of 360,000 active; AlphaScreen BAZ2B-H3K14Ac peptide displacement; note: % is set by controls: 0 for no effect and ±100 for the full control effect; nearly all actives have a fitted effect of over 60% in size
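In this displacement format the biotinylated H3(5-23) peptide acetylated at Lys14 serves as ligand at 50 nM, with BAZ2B at 50 nM in PBS pH 7.4 containing 0.01% Tween-20. Donor and acceptor beads are 10 ug/mL final.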
APE1 inh: qHTS Assay for Inhibitors of the Human Apurinic/apyrimidinic Endonuclease 1 (APE1) | DNA repair nuclease/redox regulator APEX1 (Homo sapiens), P27695 | recombinant APE1, TAMRA/BHQ-2 abasic DNA cleavage fluorescence | Potency, µM (titrated, usually from 65.8 µM), inactives show at the highest dose activity change, negative = inhibition, most hits filed as inhibitors | 0.35% of 350,000 active | AID 2517, 2012;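 note: plate controls were vehicle for no effect and reference inhibitor for full effect; nearly all actives have a fitted effect of over 55% in size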
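Kinetic fluorescence read (525 ex/598 em nm, three reads 60 s apart) of AP-site incision; signal = third minus first read. Enzyme 0.75 nM, dual-labelled THF duplex 50 nM, compound preincubation 15 min RT.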
POLB inh: qHTS Assay for Inhibitors of DNA Polymerase Beta; P06746; 1.3% of 340,000 active; Potency, µM (highest dose often 114 µM), for inactives: top-dose activity change, negative = inhibition, hits mostly inhibitors; Pol beta primer extension/strand displacement, fluorescence kinetic; note: % is set by controls: 0 for no effect and ±100 for the full control effect
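10 nM enzyme + cpd, 15 min RT; start with substrate 50 nM final; read 0 min and after 10 min RT. Corrected, normalized data; 4-parameter Hill curve fit.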
* = called active by the depositor; ? = inconclusive; . = not tested or not shown; & = joins results of further samples; [ ] = remark or other dose. Calls come from the whole dose curve; as a rule, active = well fitted curve in the direction sought with a large enough effect; inconclusive = small, poorly fitted or top-dose-only effect, or another doubt; inactive = no such curve, though single readings can be large; an effect the other way counts as inactive or inconclusive. Potency is the fitted concentration of half-maximal effect. Only part of the results is shown; the hit share may differ from the screen's.

SMILES | BLM inh | Anesthetic bind | POLI inh | Pol eta inh | G9a inh | Pol kappa inh | BAZ2B inh | APE1 inh | POLB inh
Cc1nnc2c(N3CCN(C(=O)c4ccco4)CC3)nc3ccccc3n12 | -7.9% | 5.4% | 31.8%[activator] | -17.1% | -11.4% | 4.3% | -2.9% | -0.1% | 26.5%
Cc1nn(C(C)C(=O)O)c(=O)c2ccccc12 (stereo not drawn) | -1.5% | 1.6% | 59.4%[activator] | -11.9% | 8.2% | -5.7% | -1.8% | 3.1% | -12.5%
O=C(CN1CCCC1)OCCCC1CCCCC1 | -1.6% | -13.0% | 51.9%[activator] | -14.8% | 56.2µM* | -2.9% | -19.6% | -1.0% | 3.3%
CCOc1ccc(-n2c(=O)c3sc4ccccc4c3n(Cc3cccc(C)c3)c2=O)cc1 | -2.9% | 1.9% | 29.1% | -10.1% | 42.1%[59 µM] | 1.0% | 24.3% | . | 13.8%
CSCCC(NC(=O)COc1ccccc1)C(=O)N(C)Cc1ccc(Cl)cc1Cl (stereo not drawn) | . | . | 38.0%[activator] | -24.0% | -3.5%[12.7 µM] | -6.0% | -19.3% | 5.0% | .
O=C(NCCc1c[nH]c2ccccc12)C(=O)NCC1OCCCN1S(=O)(=O)c1ccc(F)cc1 (stereo not drawn) | -4.4% | 4.0% | 9.1% | -17.3% | -7.7%[59 µM] | 0.1% | ? | 31.8%[activator] | -4.1%
COc1ccc(S(=O)(=O)Nc2ccccc2C(=O)NCc2cccnc2)cc1OC | -6.0% | 5.4% | 30.1%[activator] | 7.3% | 6.0% | -16.2% | 0.4% | 44.6% | -19.3%
O=c1[nH]c(CSc2nnc(COc3ccccc3)n2-c2ccccc2)nc2ccccc12 | -3.5% | 5.3% | 32.8%[activator] | -3.6% | 4.47µM* | -12.1% | 2.9% | -4.2% | -8.1%
COc1ccccc1CNc1ncnc2c1c(-c1ccccc1)cn2-c1ccc(Br)cc1 | -5.4% | 44.4%[activator] | 26.7% | -2.1% | -28.7%[59 µM] | -4.5%[60.1 µM] | -23.5% | . | 5.2%
COc1ccc(C(=O)NCCc2nnc3ccc(SCC(=O)N4CCCC4)nn23)cc1 | -1.1% | -11.3% | 6.7% | -18.0% | 23.1% | -12.0% | -18.1% | 7.7% | 1.0%
CC(C(=O)Nc1ccc2c(c1)OCCO2)N1Cc2ccccc2C1=O (stereo not drawn) | -3.6% | 5.8% | -11.2% | -3.8% | . | -11.9% | -3.6% | -2.5% | 2.8%
COc1cc(NC(=O)c2noc3c2CCC3)c(OC)cc1Cl | 3.7% | -3.2% | ? | 17.8µM* | ? | 31.6µM* | 50.1µM* | ? | 10µM*
COc1ccc(CNC(=O)CC(C)n2nc(C)cc2C)cc1 (stereo not drawn) | 0.1% | 6.2% | 31.7%[activator] | -13.0% | 3.1%[59 µM] | 0.0% | -17.6% | . | -13.6%
COc1ccc(F)cc1S(=O)(=O)N1CCCC(C)C1 (stereo not drawn) | -2.5% | ? | 5.1% | 2.2% | 18.2%[59 µM] | -19.9% | 7.3% | -2.8% | 2.7%
O=C(NCCCn1ccnc1)c1ccc(NS(=O)(=O)c2cccc([N+](=O)[O-])c2)cc1 | . | . | 25.2% | -4.7% | -40.2% | -8.8% | -0.8% | 4.4% | .
CCOc1ccc(C(Nc2cccnc2)c2cc(Cl)c3cccnc3c2O)cc1 (stereo not drawn) | -15.2% | -11.0% | 48.3%&10.5%[activator] | ? | . | -9.3%&-22.3% | 44.7µM* | 20.1% | 6.0%
Cc1cccc(-n2c(Cc3cc(=O)[nH]c(=O)[nH]3)nnc2SC(C)C)c1 | -14.3% | 1.3% | -17.2% | -5.5% | ? | 0.2% | -1.6% | 13.0% | 12.2%
CC(C)(C)C(=O)Nc1ccc(C(=O)N/N=C/c2ccccc2OC(=O)c2ccc(Cl)cc2Cl)cc1 | -5.8% | ? | -2.1% | -18.6% | -5.2% | -9.8% | -9.3% | -3.0% | 27.7%
COc1cccc(C(=O)/C=C2\Sc3ccccc3N2C)c1 | -4.9% | 3.6% | 40.0%[activator] | -9.3% | 53.9%[activator] | -18.5% | 57.4%[activator] | -3.0% | -29.5%
O=C(CSCc1ccco1)Nc1cc(C(F)(F)F)ccc1N1CCOCC1 | -13.1% | ? | 3.0% | -7.3% | ? | -4.3% | -32.3% | 0.4% | -21.7%
O=C(CN1CCC(NC(=O)c2ccco2)CC1)Nc1cccc2ccccc12 | 4.1% | -7.0% | -3.6% | -7.4% | 12.9%[59 µM] | -3.4% | -3.6% | 3.1% | 21.2%
Brc1nnc2n1-c1ccccc1Sc1ccccc1-2 | -0.3% | -0.2% | -5.4% | -3.8% | -23.0%[59 µM] | -4.6% | 10.5% | 0.2% | 0.2%
COc1ccc(-c2nc(N)ncc2-c2ccc(OC)c(OC)c2)c(O)c1 | -3.0% | -7.0% | 69.3%[activator] | -5.2% | 4.9% | -4.4% | -7.2% | -12.8% | 30.2%
CCOc1ccc(CN2CCNC(=O)C2CC(=O)NCc2ccccn2)cc1 (stereo not drawn) | -0.6% | -6.7% | 96.2%[activator] | -24.7% | ? | -5.1% | -2.5% | -5.9% | 5.1%
Cc1ccc(Sc2ncccc2C(=O)NCc2cc([N+](=O)[O-])ccc2O)c(C)c1 | -18.1% | -19.0% | 20.1% | -24.4% | . | -6.3% | 35.5µM* | 5.1% | 24.5%
CCS(=O)(=O)N1CCN(C2CCC(c3ccccc3)CC2)CC1 (stereo not drawn) | 0.3% | -14.8% | . | . | 10µM* | . | 50.1µM* | 4.8% | -9.9%
Cc1ccc(CNC(=O)C2CCCN(S(=O)(=O)c3ccc(-n4cnnn4)cc3)C2)cc1 (stereo not drawn) | -4.8% | -10.1% | -8.0% | 1.2% | -6.4% | 2.1% | -3.3% | 19.8% | -5.3%
Cc1cccc(COc2ccc(/C=N/NC(=O)c3nnn(-c4nonc4N)c3C)cc2)c1 | 2.9% | -5.7% | -21.6% | -17.3% | 72.4% | 6.6% | -3.7% | 19.4% | ?
CC(C)CN1CCC(=O)N([C@H](CSc2ccc(Br)cc2)c2ccccc2)CC1 | -4.5% | -4.4% | -14.0% | -0.5% | -4.0%[59 µM] | 0.3% | 19.8% | 4.9% | 16.2%
Cc1cc2oc(=O)cc(COC(=O)Cn3cnnn3)c2cc1C(C)C | 2.4% | -9.7% | -11.1% | -11.4% | 21.2%[59 µM] | -1.0% | -1.9% | 5.4% | 13.7%
Cc1ccnc(SCC(=O)c2cccs2)n1 | 3.9% | -17.3% | 20.5% | -8.2% | 35.5µM* | -10.2% | -4.4% | -2.1% | -4.8%
CCCCCCNC(=O)c1cc(-c2ccco2)nc2ccccc12 | -12.4% | -16.3% | ? | 12.6µM* | 8.91µM* | 50.1µM* | 35.5µM* | 9.8% | 7.94µM*
Cc1ccc(C(=O)CSc2nc3ccc(C(=O)NCCN4CCCCC4)cc3c(=O)[nH]2)cc1 | 2.7% | 5.0% | 2.0% | -10.5% | ? | -22.7% | -14.2% | -0.3% | -1.6%
COc1cc(C)c(-c2cc(C(=O)O)c(C)o2)cc1C(C)C | -0.9% | -6.8% | ? | -14.1% | -16.7%[59 µM] | -17.0% | ? | -10.1% | ?
CN(c1ccccc1)S(=O)(=O)c1ccc(C(=O)NCCc2ccc(F)cc2)cc1 | -6.7% | -16.8% | 6.8% | 2.7% | -11.1% | -4.5% | -9.8% | 34.1%[activator] | 25.8%
Cc1ccc(S(=O)(=O)c2nc(-c3cccc(Cl)c3)oc2NCc2ccccc2)cc1 | -10.4% | 43.3%[activator] | 17.9% | -19.3% | ? | -17.5% | -19.2% | . | -1.8%
O=C(Nc1ccccc1C(=O)O)c1cccc(NS(=O)(=O)c2ccc(Br)cc2)c1 | -4.4% | -8.5% | -11.0% | 0.6% | . | -9.5% | -2.6% | 2.4% | 3.2%
COc1cc2c(cc1NC(=O)COc1ccc(Cl)cc1)oc1ccccc12 | -2.9% | -7.1% | -2.0% | -2.8% | -7.4%[59 µM] | -23.0% | -1.0% | . | -13.6%
O=C(CN1C(=O)CSc2ccc(S(=O)(=O)N3CCCCC3)cc21)NCc1ccccc1 | -3.9% | -16.0% | 15.4% | 4.7% | . | 0.0% | -18.2% | -10.5% | -1.2%
COc1ccc(N(CC(=O)N2CCN(c3cccc(Cl)c3)CC2)S(=O)(=O)c2c(C)noc2C)cc1 | -7.4%&-6.7% | 50.1%&75.8%[activator] | -4.5%&18.8% | -16.7%&-26.4% | 56.4%[activator] | 5.9%&-19.8% | -18.1% | 24.6% | 42.1%&-11.8%
COC(=O)c1ccccc1NC(=O)c1c(O)c2c([nH]c1=O)CCCC2 | -2.9% | 2.7% | 11.3% | 3.6% | 6.3%[2.33 µM] | -18.5% | -4.3% | 1.9% | 4.6%

Entries listed so far marked active in Pol eta inh:
Molecule | BLM inh | Anesthetic bind | POLI inh | Pol eta inh | G9a inh | Pol kappa inh | BAZ2B inh | APE1 inh
COc1cc(NC(=O)c2noc3c2CCC3)c(OC)cc1Cl | 3.7% | -3.2% | ? | 17.8µM* | ? | 31.6µM* | 50.1µM* | ?
CCCCCCNC(=O)c1cc(-c2ccco2)nc2ccccc12 | -12.4% | -16.3% | ? | 12.6µM* | 8.91µM* | 50.1µM* | 35.5µM* | 9.8%
